Source: PubChem
Wee1 degr inh – human Wee1 degradation inhibition, primary screen; P30291; AID 1321; reporter increase, % at 5 µM; hit rate 1.2% among 220,000; HeLa Luc-Wee1K328M stability, luciferase luminescence; 100% = proteasome inhibitor MG132 effect;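 active = activation above the mean of all tested compounds plus 3 SD, set per screening run, cut at about 8.8% in these data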;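 note: cells exposed to compound for 20 h before luminescence read; 0% = DMSO alone and 100% = MG132 at 30 µM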
PPC-1+TRAIL kill – kills PPC-1 cancer cells in the presence of TRAIL; AID 1443; hit rate 0.41% among 220,000; cell killing (% activity), % at 4 µM; PPC-1 cells + TRAIL, ATPLite viability luminescence;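 active = cell killing above 50% in the first pass at 4 µM, then a duplicate retest at 5 µM averaging 50% or more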;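 note: plate controls were cells with TRAIL plus DMSO for no effect and medium-only wells lacking cells for full effect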
Ba/F3 V617F tox – lowers viability of Ba/F3 cells expressing EpoR and JAK2V617F. inhibition, % at 5.6 µM. AID 1446. ATP luminescence. hit rate 1.1% among 220,000;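 active = inhibition above the campaign mean plus 3 SD over all tested compounds, cut at about 24% in these data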;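 note: cytokine-independent growth of Ba/F3 cells driven by EpoR plus mutant JAK2; 0% = DMSO-treated cells and 100% = JAK inhibitor I control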
CHOP inh – blocks CHOP induction under ER stress. CHO-K1 CHOP-promoter luciferase, tunicamycin-induced, 15-18 h. inhibition, % at 10 µM. hit rate 3.8% among 220,000;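 active = compounds that reduced the stress-induced luciferase reporter signal by more than about 70% of percent inhibition, limit read from the data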;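 note: 0% = tunicamycin plus vehicle and 100% = wells without tunicamycin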
TNF death inh – blocks TNF-alpha induced death of Jurkat FADD-/- cells. Jurkat FADD-/- TNF necroptosis rescue, ATP luminescence, 24 h; 0 = TNF only, 100 = no-TNF cells. activation (protection from cell death), % at 10 µM. hit rate 0.068% among 220,000;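 active = activation, meaning protection from cell death, of at least 50% relative to plate controls; inactive = activation below 50%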;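 note: necroptosis triggered by 40 ng/mL TNF-alpha added together with compound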
BaF3 tox – counter-screen for JAK2V617F inhibitors: parental Ba/F3 viability inhibitors. CellTiter-Glo ATP luminescence. inhibition, % at 5.6 µM. hit rate 1.1% among 220,000;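 active = inhibition above a per-campaign cutoff, the mean inhibition of all tested compounds plus 3 SD, cut at about 27% in these data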;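 note: 0% = DMSO wells and 100% = JAK Inhibitor I control wells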
TRPML3 agonist – agonists of human TRPML3 channel; HEK293 TRPML3-YFP, Fluo-8 calcium fluorescence; 100% = the carbachol control signal; Q8TDD5; hit rate 0.29% among 220,000; AID 1448; activation, % at 3 µM;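 active = activation above its plate's cutoff, the mean activation of the plate's test wells plus 3 SD, cut at about 12% in these data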;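 note: 0% = DMSO only wells and 100% = carbachol wells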
Target sequence (Q8TDD5 whole entry, looked up): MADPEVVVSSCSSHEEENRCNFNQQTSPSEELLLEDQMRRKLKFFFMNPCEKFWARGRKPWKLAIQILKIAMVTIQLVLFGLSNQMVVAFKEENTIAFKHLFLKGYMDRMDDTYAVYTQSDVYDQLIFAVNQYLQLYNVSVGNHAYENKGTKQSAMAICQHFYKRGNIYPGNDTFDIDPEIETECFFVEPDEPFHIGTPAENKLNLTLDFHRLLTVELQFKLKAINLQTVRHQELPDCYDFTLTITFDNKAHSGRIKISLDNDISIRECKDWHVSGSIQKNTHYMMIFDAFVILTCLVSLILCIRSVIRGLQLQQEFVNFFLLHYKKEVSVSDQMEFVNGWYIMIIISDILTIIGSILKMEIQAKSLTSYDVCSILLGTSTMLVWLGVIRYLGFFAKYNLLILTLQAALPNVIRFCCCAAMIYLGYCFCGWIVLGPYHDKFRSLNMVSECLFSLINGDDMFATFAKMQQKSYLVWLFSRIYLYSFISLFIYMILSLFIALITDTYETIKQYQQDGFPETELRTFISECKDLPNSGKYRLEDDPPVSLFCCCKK
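Material: TRPML3-YFP stable HEK293 cells | Dosing: One concentration, 3 µM nominal, 0.3% DMSO | Timing: 125 s total fluorescence read per well | Technique: Fluo-8 calcium dye fluorescence, ex 470-495, em 515-575 nm | Measure: Percent activation from peak-to-basal fluorescence ratio, scaled between DMSO and carbachol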
TRPN1 ag – activates the zebrafish TRPN1 channel. HEK293 zebrafish TRPN1-YFP, Fluo-8 calcium fluorescence; 100% = response to 87 µM carbachol. hit rate 0.18% among 220,000. activation, % at 3 µM;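 active = activation above its plate's cutoff, the mean activation of test wells on that plate plus 3 SD, cut at about 19% in these data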;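 note: 0% = DMSO alone and 100% = 87 µM carbachol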
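System: zebrafish TRPN1-YFP in HEK293 cells / Dosing: 3 µM single point / Timing: dye loading 1 h at 37 °C, then 30 min room temperature / Signal: Fluo-8 calcium fluorescence, excitation 470-495 nm, emission 515-575 nm / Read-out basis: percent activation from peak over basal fluorescence ratio, control-normalized / Control set: high carbachol 87 µM, low DMSO alone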
RBBP9 inh – blocks human serine hydrolase RBBP9 | AID 1515 | hit rate 0.2% among 220,000 | O75884 | recombinant RBBP9, FP-Rh probe fluorescence polarization | inhibition, % at 7.94 µM;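 active = inhibition above the campaign mean of all tested compounds plus 3 SD, cut at about 14% in these data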;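 note: plate controls were DMSO wells with RBBP9 for no effect and wells lacking RBBP9 protein for full effect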
Target sequence (O75884 whole entry, looked up): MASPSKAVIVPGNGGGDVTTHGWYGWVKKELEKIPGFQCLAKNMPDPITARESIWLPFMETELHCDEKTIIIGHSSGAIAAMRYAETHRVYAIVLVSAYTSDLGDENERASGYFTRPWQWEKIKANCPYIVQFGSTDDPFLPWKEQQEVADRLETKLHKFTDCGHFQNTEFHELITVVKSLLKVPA
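system = RBBP9 protein | input = RBBP9 at 2.5 µM in dispensed solution, before mixing | measured by = fluorescence polarization (mP), excitation 525 nm, emission 598 nm | incubation = enzyme-compound preincubation 30 min, then probe labeling 45 min, 25 °C | buffer or medium = Tris-NaCl-Pluronic buffer, pH 8.0 | compound = single dose 7.94 µM | also added = FP-Rh probe, 375 nM dispensing solution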
* hit, by the source's call; nt = no result given.

compound	Wee1 degr inh	PPC-1+TRAIL kill	Ba/F3 V617F tox	CHOP inh	TNF death inh	BaF3 tox	TRPML3 agonist	TRPN1 ag	RBBP9 inh
C/C(=N/NS(=O)(=O)c1ccc(Br)cc1)c1ccc(C)o1	4	12	-5	3	1.6	4	-0.3	-1.0	8
Cc1ccc(NC(=O)CN(C)S(=O)(=O)c2cccs2)cc1F	3	20	0	-26	-1.0	3	0.0	1.4	0
CCN1CCN(CCOc2ccc(Cl)cc2)CC1	2	3	2	-9	0.4	5	0.8	1.7	0
CC(NCCC(c1ccccc1)c1ccccc1)c1ccccc1 (centres undefined)	-3	36	-2	12	4.8	5	1.8	1.1	5
COc1ccccc1-c1nnc2sc(-c3cnccn3)nn12	0	35	2	3	0.6	6	0.8	-0.6	-6
Cc1cc(C)c(NC(=O)CCCN2CCOCC2)c(C)c1	1	4	-6	2	-0.3	-2	1.4	0.1	-5
Cc1ccc(-c2nnc(-c3ccccc3)o2)cc1	2	16	-2	31	-1.3	4	0.1	-1.2	-11
Cc1cnc(C(=O)OCC(=O)N2c3ccccc3CC2C)cn1 (centres undefined)	-2	-1	1	4	0.2	8	1.1	1.3	1
CC1=C/C(=N\OC(=O)/C=C/c2ccccc2)C(C)=CC1=O	-1	-14	-3	3	-8.9	4	1.2	-0.1	2
CCOC(=O)C1=C(C)N(c2ccccc2)C(=O)/C1=C\c1ccc(O)c(OC)c1	-2	-5	3	-84	-5.1	2	-0.2	-0.4	10
COc1cc(N=Nc2cccc(S(N)(=O)=O)c2)c2ccccc2c1N	-3	30	3	12	-19	2	-0.2	1.4	8
O=C(O)c1cccc(N2C(=O)c3cccc(Oc4ccc(Cl)cc4)c3C2=O)c1	-1	16	-2	16	1.0	3	0.0	-0.1	-5

Record cards (already shown):
`CC(NCCC(c1ccccc1)c1ccccc1)c1ccccc1` (centres undefined) across the screens: Wee1 degr inh: -3; PPC-1+TRAIL kill: 36; Ba/F3 V617F tox: -2; CHOP inh: 12; TNF death inh: 4.8; BaF3 tox: 5; TRPML3 agonist: 1.8; TRPN1 ag: 1.1; RBBP9 inh: 5
`Cc1ccc(-c2nnc(-c3ccccc3)o2)cc1` across the screens: Wee1 degr inh: 2; PPC-1+TRAIL kill: 16; Ba/F3 V617F tox: -2; CHOP inh: 31; TNF death inh: -1.3; BaF3 tox: 4; TRPML3 agonist: 0.1; TRPN1 ag: -1.2; RBBP9 inh: -11

New compounds follow.
compound	Wee1 degr inh	PPC-1+TRAIL kill	Ba/F3 V617F tox	CHOP inh	TNF death inh	BaF3 tox	TRPML3 agonist	TRPN1 ag	RBBP9 inh
COc1ccc(-c2c(-c3ccc(OCC(=O)NN)cc3O)n[nH]c2C)cc1	-2	9	1	14	-2.3	-3	1.2	2.4	-7
CCOC(=O)COc1ccc(Oc2nc(C)cc(OC)n2)nn1	-1	-11	-5	-2	-0.9	-1	-0.2	-1.6	-6
Clc1cccc(Cl)c1NC1=NCCC1	0	2	1	17	1.0	4	1.2	0.3	5
C=CCn1c(SCC(=O)N2CCc3ccccc3C2)nc2sc(C)c(C)c2c1=O	1	11	-4	23	3.0	1	0.9	-0.2	-1
Cc1cccc2c(=O)n3c(nc12)CCCCC3	0	2	-4	12	1.3	-1	0.3	-1.4	7
O=C(NCc1ccco1)C(=O)NCC1OCCN1S(=O)(=O)c1ccccc1 (centres undefined)	-4	-5	-2	3	1.4	1	0.3	-0.7	-9
CCCN(CCC)C(=O)Cn1c(=O)n(CCC(=O)NCCc2ccccc2)c(=O)c2ccccc21	1	11	3	1	3.0	8	0.3	-0.8	-7
CCOc1ccccc1C1CC(=O)Nc2cc(OC)c(OC)c(OC)c21 (centres undefined)	8	10	-1	-6	-2.6	2	0.4	2.0	-4
COc1ccc(NC(=S)N(CCCN2CCN(C)CC2)Cc2cccs2)cc1	8	12	-4	0	1.2	7	0.2	-1.2	-4
Cc1ccc(S(=O)(=O)N(C)CC(=O)N2CCOCC2)cc1	1	0	0	-18	-2.1	1	0.4	1.5	-4
CCOC(=O)C1CCN(C(=O)Cn2cc(C(=O)c3ccco3)c3ccccc32)CC1	2	2	-1	6	-0.9	2	0.3	0.9	0
COc1ccc(NC(=O)/C(C#N)=C\c2cc(OC)c(OCc3ccc(C(=O)O)cc3)cc2Br)cc1	0	4	0	103*	2.0	5	-0.8	-0.7	1
C=CCC1C=C(Cc2ccccc2)CC(CC=C)N1 (centres undefined)	-2	-14	-5	13	4.7	1	0.1	0.1	-1
CCOc1ccccc1Nc1nnc(C)c(=O)[nH]1	-2	3	4	26	2.0	3	0.2	0.5	-6
CC1CC(C)CN(S(=O)(=O)c2ccc3c(c2)oc(=O)n3CC(=O)NCc2cccnc2)C1 (centres undefined)	5	5	0	9	-2.5	7	0.4	0.4	0
CC(=O)c1sc(-c2ccccc2Cl)nc1C	1	12	2	28	0.3	6	0.7	-2.1	-11
O=C(COC(=O)c1ccc(Br)cc1)NCc1ccccc1	-1	13	-1	4	2.6	7	0.0	-0.8	-5
COc1ccc(C(=O)n2nc(-c3ccco3)nc2N)cc1	1	6	-3	40	-4.2	1	0.9	0.6	-4
COc1ccc(S(=O)(=O)N2CC(C(=O)O)Oc3ccc(CC(=O)O)cc32)cc1 (centres undefined)	1	11	1	-19	-3.1	2	0.9	0.7	-1
COc1ccc(CNC(=O)c2noc3c2CCCC3)cc1	0	8	1	2	4.0	5	-0.3	-0.1	-1
CC1(C)CC(=O)c2ccc(OCc3ccc([N+](=O)[O-])cc3)cc2O1	3	17	-3	-3	-0.3	-2	0.1	-2.1	3
CCOc1ccc(NC(=S)NCCN2CCN(Cc3ccccc3)CC2)cc1	-3	1	6	7	-0.3	11	2.0	-0.8	3
CCc1c(C)sc(NC(=S)N2CCN(S(C)(=O)=O)CC2)c1C(=O)OC	3	4	2	7	1.7	4	0.5	0.9	-10
CC(C)(C)OC(=O)N/N=C/c1c[nH]c2ccccc12	0	-7	-1	16	-1.5	0	-0.1	2.1	-15
COC(=O)c1[nH]c2ccc(C)cc2c1NC(=O)CN1CCCC(C)(C)C1	0	-6	-2	32	0.9	3	-0.9	-1.6	2
CCOC(=O)c1cnc2ccc(OC)cc2c1Nc1ccc2c(c1)OCCO2	-1	8	3	26	-3.8	5	0.0	0.2	-8
Cn1c(CSCc2ccc(F)cc2)nnc1SCC(=O)Nc1nccs1	1	27	1	31	0.5	4	2.0	5.6	5
O=C(CNC(=O)c1ccc(F)cc1)N/N=C/c1ccc(O)c([N+](=O)[O-])c1	0	6	-2	18	0.3	0	-0.3	-1.6	-1
Cc1ccc(NC(=O)COC(=O)CN2C(=O)c3ccccc3C2=O)cc1S(=O)(=O)N(C)C	1	-6	2	3	2.0	4	0.1	0.7	-9
Nc1ncc(Br)cc1N=Cc1ccccc1	7	13	-5	-9	-6.5	1	1.1	0.9	4
Cc1ccc(NC2c3ncccc3C(=O)N2C2CCCCC2)cc1 (centres undefined)	0	5	2	8	-0.4	3	-0.3	-0.3	-1
COc1ccc2cc3cc(C(=O)NCc4cccs4)oc3nc2c1	-1	32	-2	5	1.7	0	-0.1	-1.0	-2
O=C(c1cccs1)N1CCN(CCc2ccccc2)CC1	-2	22	-1	30	-1.5	2	0.0	1.4	-7
NC(=O)C1CCCN(C(=S)Nc2cccc3ccccc23)C1 (centres undefined)	0	32	5	20	0.2	6	-0.2	1.4	-8
O=C(COC(=O)c1ccc2ncsc2c1)Nc1ncc(Cl)cc1Cl	2	0	-2	12	0.3	6	0.6	2.2	-13
Cc1ccc2cc(C)c(SCC#N)nc2c1	2	-10	-3	-5	-1.0	0	-1.8	-2.2	-8
COC(=O)c1cccc(NC(=O)CN2CCC(NC(=O)c3cc(OC)c(OC)c(OC)c3)CC2)c1	0	nt	2	1	-0.4	1	-0.7	0.8	-8
COCCNC(=O)COC(=O)c1cc(-c2ccc(OC)cc2)nc2ccccc12	-1	42	7	5	-1.2	6	0.3	0.6	-4
CC(C)c1ccc(/C=C/C(=O)NC(=S)Nc2ccc(CN3CCOCC3)cc2)cc1	0	23	-4	20	2.1	1	0.3	1.6	4
CCN(CC)C(=O)CSc1nc2nc(C)cc(C)c2c(=O)[nH]1	0	13	0	20	-0.2	5	0.5	0.0	-8
COc1ccccc1OCCOCCOc1ccc(C)cc1Br	2	15	2	32	0.3	9	-0.6	0.5	-5
COc1ccc(S(=O)(=O)Nc2cc(C)ccn2)cc1OC	1	6	-3	6	-1.2	2	0.1	-0.3	-8
CC(=O)c1c(C)[nH]c(C(=O)OCCOc2ccccc2)c1C	2	24	-3	19	0.1	3	3.6	6.9	-6
CC(=O)c1ccc(NCC2COc3ccccc3O2)c([N+](=O)[O-])c1 (centres undefined)	-1	8	1	20	2.1	3	0.4	-2.5	-14
COCCn1c(SCC(=O)c2c(-c3ccccc3)n(C)c3ccccc23)nnc1-c1ccncc1	-1	16	1	43	0.9	8	-0.6	-0.2	3
COC(=O)C1=C(C(=O)c2ccccc2)C(c2ccccc2)n2nnnc2N1 (centres undefined)	-3	-10	3	0	-1.0	1	0.8	1.2	-7
COc1cccc(C2(O)CCN(C(=O)c3cccs3)CC2)c1	-1	-16	55*	4	0.1	0	0.6	0.4	-2
CC(C)C(=O)Nc1ccc(C(=O)NNC(=O)CCc2ccccc2)cc1	2	10	-2	10	0.8	5	0.4	1.2	3
CCCc1ccc(OCC(=O)O)cc1	0	2	3	12	-0.6	2	0.9	1.4	0
CC(C)Cc1nnc(NC(=O)CCc2c[nH]c3ccccc23)s1	1	4	-1	10	0.2	4	0.7	2.8	-11
Cc1c(C(=O)NCc2ccccn2)oc2ccc(S(=O)(=O)N3CCOCC3)cc12	0	7	-3	22	-1.3	2	1.4	1.8	0
Cc1sc(NC(=O)c2ccco2)c(C(c2cccnc2)N2CCC(C)CC2)c1C (centres undefined)	2	24	7	42	-14	7	0.6	1.7	0
CCC(=O)NCC(c1ccco1)N1CCN(c2ccc(OC)cc2)CC1 (centres undefined)	-2	25	-3	-6	0.1	-2	0.8	0.4	-9
Cc1cccc(N)c1-c1c(C)cccc1N	-1	-3	3	25	0.6	0	0.1	2.1	-4
Cc1ccc2nc(COc3ccc(N(C)S(=O)(=O)c4ccccc4)cc3)cc(=O)n2c1	-1	-6	1	31	-1.1	4	4.1	5.6	3
COc1ccc(C(=O)Nc2ccc(Cl)cc2C(=O)N2CCCC(C)C2)cc1 (centres undefined)	-2	7	-3	14	-1.4	-1	-0.6	-0.8	7
O=C(O)c1cccc(Nc2nc(C(F)(F)F)nc3ccccc23)c1	-2	16	-3	15	-0.7	2	0.1	0.8	-6

Hits appear at their usual frequency; overall some 6.8% were active at least once.
